# aDG glyco act: increases alpha dystroglycan glycosylation; AID 624168; activation, % at 10 µM; Pro5-aDG cells, alpha-DG glycosylation AlphaScreen (IIH6); 0% Pro5, 100% B10-LARGE cell signal; hit rate 0.22% among 360,000;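 active = activation of at least 8% versus controls, or a plate z-score of at least 8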;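 note: Pro5 are CHO cells carrying HIG-tagged alpha-DG that lacks glycosylation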
# ABHD5-PLIN5 inh: blocks binding of human ABHD5 to perilipin-5; Split G. princeps luciferase complementation, luminescence, 4 h; inhibition, % at 4 µM; hit rate 0.78% among 360,000; AID 602281;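 active = inhibition above the mean inhibition across every tested compound plus 3 SD, cut at about 22% in these data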;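 note: 0% = DMSO only wells and the 100% control is not disclosed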
# Target sequence (Q00G26 whole entry, looked up): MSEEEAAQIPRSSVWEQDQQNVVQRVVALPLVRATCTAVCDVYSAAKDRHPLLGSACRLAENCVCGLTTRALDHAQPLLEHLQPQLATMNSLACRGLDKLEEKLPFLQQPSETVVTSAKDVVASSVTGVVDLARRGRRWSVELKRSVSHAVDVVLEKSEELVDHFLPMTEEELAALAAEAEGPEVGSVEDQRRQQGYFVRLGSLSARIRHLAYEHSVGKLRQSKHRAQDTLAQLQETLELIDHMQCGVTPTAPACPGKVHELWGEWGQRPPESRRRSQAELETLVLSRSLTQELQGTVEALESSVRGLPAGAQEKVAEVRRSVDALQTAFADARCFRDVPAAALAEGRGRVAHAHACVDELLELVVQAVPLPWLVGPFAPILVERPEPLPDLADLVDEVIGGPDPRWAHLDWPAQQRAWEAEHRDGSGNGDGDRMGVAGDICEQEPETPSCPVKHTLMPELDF
# Target sequence (Q8WTS1 whole entry, looked up): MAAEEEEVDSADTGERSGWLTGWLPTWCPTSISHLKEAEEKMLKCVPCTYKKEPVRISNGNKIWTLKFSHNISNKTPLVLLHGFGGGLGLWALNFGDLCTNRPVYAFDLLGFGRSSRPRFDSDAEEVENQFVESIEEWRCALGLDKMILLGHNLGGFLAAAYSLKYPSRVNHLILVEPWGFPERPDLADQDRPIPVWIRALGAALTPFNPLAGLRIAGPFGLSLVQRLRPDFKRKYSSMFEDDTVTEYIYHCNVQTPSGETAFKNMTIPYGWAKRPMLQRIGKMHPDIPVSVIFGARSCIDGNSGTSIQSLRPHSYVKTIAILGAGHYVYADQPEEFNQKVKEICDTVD
# MC4R barr agon: activates human MC4R beta-arrestin recruitment; P32245; U2OS MC4R beta-arrestin complementation, luminescence; percent of melanotan II response, DMSO zero; activation, % at 8.9 µM; hit rate 0.98% among 360,000; AID 540308;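 active = activation above a per-plate cutoff, the mean activation of sample wells on that plate plus 3 SD, cut at about 8% in these data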
# Glyco luc inh: N-linked glycosylation inhibition; D54 ERlucT glycosylation luciferase reporter, 24 h; percent of 100 nM tunicamycin response; reporter increase, % at 12.5 µM; hit rate 0.23% among 360,000; AID 588692;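 active = mean luciferase reporter signal, scaled so untreated is 0 and the glycosylation-blocking control 100, at or above a set limit in every replicate; inconclusive = mean reaches the limit but not every replicate does; inactive = mean below the limit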;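 note: luciferase carries N-glycosylation sites so blocking glycosylation raises the light; 0% = median of neutral control wells and 100% = median of 100 nM tunicamycin wells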
# m5-HT2A agonist: mouse HTR2A agonism via beta-arrestin recruitment; activation, % at 7.6 µM; CHO-K1 mHTR2A beta-arrestin complementation, luminescence; percent of 30 µM serotonin response; P35363; hit rate 0.66% among 360,000;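 active = activation above a run cutoff, the mean activation of all tested compounds plus 3 SD, cut at about 14% in these data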;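 note: 0% = plate median of compound wells and 100% = 30 µM serotonin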
# Granule exo inh: blocks lytic granule exocytosis; hit rate 0.66% among 360,000; AID 651702; inhibition, % at 10 µM; TALL-104 LAMP-1 surface exposure, flow cytometry; cells stimulated with thapsigargin and PMA;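 active = inhibition above about 55%, limit read from the data; inconclusive = no clear call, values can overlap the other calls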
# MC4R antag cAMP: blocks human MC4R cAMP signaling; P32245; MC4R-expressing cells, MTII-stimulated cAMP, LANCE TR-FRET; inhibition, % at 6.5 µM; hit rate 0.48% among 360,000;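 active = inhibition above its plate's cutoff, the mean of tested wells on that plate plus 3 SD, cut at about 29% in these data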;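 note: 0% = Melanotan II alone and 100% = Melanotan II plus saturating MCL0020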
#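 System: U2OS-MC4R stable cell line; Technique: Eu-cAMP/anti-cAMP TR-FRET, emission 671 nm; Repeats: single well per compound; Also added: Melanotan II; Dosing: one concentration, 6.5 µM nominal; Schedule: 30-min compound, 1-h challenge, 1-h detection, room temperature.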
# ABCB6 inh MLPCN: blocks the human ABCB6 transporter | Q9NP58 | K562-ABCB6 porphyrin accumulation, flow cytometry, 1 h; active compounds read low | fluorescence ratio to DMSO, % at 10 µM | hit rate 0.19% among 360,000;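 active = fluorescence ratio to DMSO below 75%, the collection mean minus 3 SD; inconclusive = too few cells collected in the well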;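 note: signal is porphyrin accumulated inside mitochondria; 100% equals median channel fluorescence of DMSO control wells; lower ratio means ABCB6 inhibition with less porphyrin fluorescence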
# H9c2 protect: myocardial damage modulation in H9c2 cells | H9c2 cardiomyocytes, H2O2 injury protection, ATPLite, 2 h | hit rate 0.63% among 360,000 | protection from H2O2 cell death, % at 20 µM;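 active = compounds giving at least 50% protection of heart cells from peroxide-induced death in the single-dose screen, raw or plate-pattern-corrected value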;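 note: 0% = DMSO wells with peroxide and 100% = DMSO wells without peroxide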
# iPSC survival up: enhancers of human iPSC single-cell survival | hiPSC single-cell survival, ATPlite luminescence; 100% = ROCK inhibitor wells, 0% = DMSO | survival enhancement, % at 20 µM | hit rate 0.044% among 360,000; in the data active = survival enhancement above about 18%;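 note: cells exposed to compounds for 16 hours before the ATP read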
# Numbers without * were called inactive; ? = inconclusive; · = no result given; & = joins results of further samples. Not a hit list; about 4.5% have a hit in one of these screens.
# Values run as follows: H9c2 protect	MC4R antag cAMP	aDG glyco act	ABHD5-PLIN5 inh	Glyco luc inh	ABCB6 inh MLPCN	iPSC survival up	Granule exo inh	m5-HT2A agonist	MC4R barr agon
- CCCCCC(=O)N1CCN(CCN=CC2=C(O)CC(c3ccc(OC)c(OC)c3)CC2=O)CC1 (stereo not drawn)
→ -2&0	3&2	0.1&-0.3	-8&9	1&1	99&106	8.1&-0.5	-2&-1	2&2	-0.4&1.0
- O=C(NCCC1=CCCCC1)C1CCN(S(=O)(=O)N2CCCC2)CC1
→ 3	7	0.0	-3	-1	98	-0.5	-4	-2	-2.5
- CCOC(=O)[C@]12CCCC=C1N(Cc1ccccc1)C(=O)[C@H](CC(=O)N1CCC(c3ccccc3)CC1)C2
→ ·	·	-0.2	-5	·	·	·	10	2	·
- Cc1cc(OCc2nn[nH]n2)c2c(C)c(CC(=O)O)c(=O)oc2c1
→ 2	1	0.0	1	1	84	5.8	0	2	-0.4
- CCOC(=O)C1(C)CCN1C(=O)c1cc(F)ccc1C (stereo not drawn)
→ -1	12	0.2	3	3	103	-1.1	1	-2	1.8
- CCOc1ccc(CCNC(=O)COC(=O)c2ccccc2O)cc1OCC
→ -10	7	0.0	0	4	101	-0.4	-6	4	-3.2
- O=C(NC1CCCC1)C(c1cccnc1)N(C(=O)c1csnn1)c1ccc(F)cc1 (stereo not drawn)
→ 7	9	-0.1	-5	2	93	4.2	1	5	-1.0
- COc1ccc(CCN(C(=O)/C=C/C(=O)O)C2CC(=O)N(c3ccccc3)C2=O)cc1 (stereo not drawn)
→ 4	-6	-0.3	-5	1	101	-0.6	-1	0	0.0
- O=C1CC(c2cccc(Cl)c2)CC(O)=C1C=NCCCO (stereo not drawn)
→ -1	9	0.2	-4	2	104	-1.0	-1	-1	-0.2
- Cc1ccccc1CN1CCN(C(=O)c2cccc(F)c2)CC1
→ 10	4	0.7	4	-3	142	-3.0	2	1	-1.0

# (more compounds)
# Values run as follows: H9c2 protect	MC4R antag cAMP	aDG glyco act	ABHD5-PLIN5 inh	Glyco luc inh	ABCB6 inh MLPCN	iPSC survival up	Granule exo inh	m5-HT2A agonist	MC4R barr agon
- O=C(Cc1ccc(Br)cc1)N1CCN(C(=O)c2ccco2)CC1
→ 7	15	0.1	0	-2	93	-0.6	0	-4	-0.5
- C[C@@H]1CN([C@H](C)CO)C(=O)CCCn2cc(nn2)CO[C@H]1CN(C)C(=O)NC1CCCCC1
→ -2	2	0.1	-2	3	102	0.0	-4	5	-0.8
- Cc1cc(C(=O)N2CCC(C)(C(=O)NS(=O)(=O)C3CC3)C2)n(C(C)(C)C)n1 (stereo not drawn)
→ -3	-4	0.0	3	1	88	2.2	2	9	-0.6
- O=C(CSc1nnc(-c2ccccc2F)o1)OCc1ccccc1
→ 5	18	-0.2	1	2	108	-2.4	-5	-2	-1.5
- COc1ccc(NC(=O)c2oc3ccccc3c2NC(=O)COc2ccccc2OC)c(OC)c1
→ -2	9	-0.1	3	-1	88	-3.6	1	3	1.5
- O=C(O)c1[nH]nc2c1COc1ccccc1-2
→ 4	3	0.1	-2	2	99	0.5	8	6	1.1
- COc1ccc(-n2c(Cc3cccn3C)nnc2SCC(=O)Nc2nccs2)cc1
→ 20	19	-0.1	-1	1	100	1.1	-6	-1	-1.0
- CC1CCN(C(=O)c2ccc(S(=O)(=O)NCc3ccco3)cc2)CC1
→ 7	12	0.1	24*	2	102	-0.6	-5	-1	0.2
- COCCCNC(=O)c1cc2c(=O)n3cccc(C)c3nc2n(C(C)C)c1=N
→ 15	4	0.3	1	1	81	1.0	0	1	-0.7
- O=C(CC(=O)N/N=C/c1c(F)cccc1Cl)NCCc1ccccc1
→ -8	22	0.0	2	2	103	-0.2	-2	-4	0.8

# (more compounds)
# Values run as follows: H9c2 protect	MC4R antag cAMP	aDG glyco act	ABHD5-PLIN5 inh	Glyco luc inh	ABCB6 inh MLPCN	iPSC survival up	Granule exo inh	m5-HT2A agonist	MC4R barr agon
- C=CCc1cccc(/C=N/NC(=O)C(=O)Nc2ccc(C)cc2)c1O
→ 21	-4	0.4	-1	2	102	0.7	0	2	0.4
- CCOC(=O)c1c(C)[nH]c(C)c1S(=O)(=O)NCc1ccccc1C
→ -4	8	0.0	-3	-1	107	-0.5	-2	-3	-1.3
- COc1ccc(N(C(=O)c2ccncc2)S(=O)(=O)c2ccc(OC)c(OC)c2)cc1
→ 37	4	0.2	-6	-1	99	-3.9	-1	-3	1.2
- COc1cccc(-n2sc3c(c2=S)-c2cc(OC)ccc2NC3(C)C)c1
→ -6	14	-0.7	-1	2	87	-3.4	-4	-4	0.0
- CCC1=C(OC(=O)N(CC)CC)N2C(=O)OC(=NCCc3c[nH]c4ccccc34)[C@]2(Cc2ccccc2)[C@H]2C1=CC[C@H]1C(=O)N(c3ccccc3)C(=O)[C@H]12
→ -3	18	1.0	1	-2	99	8.1	-1	2	0.2
- CC1=C(C(=O)N2CCCCCC2)CC(CC(=O)NCCN2CCOCC2)C(=O)N1CCC1=CCCCC1 (stereo not drawn)
→ ·	·	-0.3	8	·	99	-3.2	-12	-2	·
- Cc1nc(C)c(CCNC(=O)c2ccccc2)s1
→ 5	1	0.0	0	-1	86	-0.6	0	4	-1.3
- CN(CC(=O)NC1CCCCCC1)S(=O)(=O)c1ccc(Br)cc1
→ -3	-4	-0.3	-1	1	104	-0.4	0	-4	0.4
- Cc1nc(NCCc2ccccc2)sc1C(=O)N(C)C
→ -1	0	-0.1	-4	1	98	0.1	-11	6	1.3
- Cc1c(NC(=O)c2cc(-c3ccc(Br)cc3)on2)c(=O)n(-c2ccccc2)n1C
→ -3	5	-0.1	-1	-2	148	1.6	0	-9	-2.6

# (listing goes on)
# Values run as follows: H9c2 protect	MC4R antag cAMP	aDG glyco act	ABHD5-PLIN5 inh	Glyco luc inh	ABCB6 inh MLPCN	iPSC survival up	Granule exo inh	m5-HT2A agonist	MC4R barr agon
- O=C1NCC(c2ccccc2)C1C(=O)N/N=C\c1ccc(-c2cccc(Cl)c2Cl)o1 (stereo not drawn)
→ -21	2	-0.2	-6	0	102	11	-5	-1	4.1
- COc1cc(/C=C2\SC(N)=NC2=O)cc(Cl)c1O
→ -2	-16	0.4	-1	0	112	0.3	-4	-9	-1.0
- CN(C)Cc1c(O)ccc2c(=O)c(-c3ccccc3Cl)c(C(F)(F)F)oc12
→ 1	1	0.0	7	4	105	-0.3	-3	-2	-0.8
- C[C@H](CO)N1C[C@H](C)[C@@H](CN(C)C(=O)Nc2ccc3c(c2)OCO3)Oc2c(NC(=O)C3CCCCC3)cccc2C1=O
→ 0	13	-0.1	-5	0	99	0.0	0	0	-0.3
- N#C/C(=N\Nc1ccc(Cl)cc1)C(=O)c1ccsc1
→ -14	10	0.3	-1	0	92	2.0	7	-4	-3.6
- COc1cc(C(=O)COC(=O)C2CCN(c3ccc(C(F)(F)F)cn3)CC2)ccc1OC(F)F
→ -12	0	0.2	4	1	99	-0.3	-4	-5	-1.3
- COC(=O)c1cc(Br)c(=O)n(-c2ccc(F)cc2)c1
→ 1	-1	0.4	-1	3	84	1.2	1	4	-1.8
- O=[N+]([O-])c1cccc(NC(=S)NCCc2ccccc2)c1
→ -7	0	1.6	1	-4	98	-0.5	0	0	-1.1
- CC(NC(c1ccccc1)c1ccccc1)C(=O)N1CCCc2ccccc21 (stereo not drawn)
→ -6	-4	0.2	8	-7	104	-1.3	2	2	2.1
- C=CCOC(=O)C1=C(C)N=c2s/c(=C3\C(=O)N(CC(=O)O)c4ccccc43)c(=O)n2C1c1ccc(OC)cc1 (stereo not drawn)
→ 2	11	0.0	-1	-6	94	2.7	0	8	-0.3

# Next section; it opens with the seven that closed the last part.
# Values run as follows: H9c2 protect	MC4R antag cAMP	aDG glyco act	ABHD5-PLIN5 inh	Glyco luc inh	ABCB6 inh MLPCN	iPSC survival up	Granule exo inh	m5-HT2A agonist	MC4R barr agon
- C[C@H](CO)N1C[C@H](C)[C@@H](CN(C)C(=O)Nc2ccc3c(c2)OCO3)Oc2c(NC(=O)C3CCCCC3)cccc2C1=O
→ 0	13	-0.1	-5	0	99	0.0	0	0	-0.3
- N#C/C(=N\Nc1ccc(Cl)cc1)C(=O)c1ccsc1
→ -14	10	0.3	-1	0	92	2.0	7	-4	-3.6
- COc1cc(C(=O)COC(=O)C2CCN(c3ccc(C(F)(F)F)cn3)CC2)ccc1OC(F)F
→ -12	0	0.2	4	1	99	-0.3	-4	-5	-1.3
- COC(=O)c1cc(Br)c(=O)n(-c2ccc(F)cc2)c1
→ 1	-1	0.4	-1	3	84	1.2	1	4	-1.8
- O=[N+]([O-])c1cccc(NC(=S)NCCc2ccccc2)c1
→ -7	0	1.6	1	-4	98	-0.5	0	0	-1.1
- CC(NC(c1ccccc1)c1ccccc1)C(=O)N1CCCc2ccccc21 (stereo not drawn)
→ -6	-4	0.2	8	-7	104	-1.3	2	2	2.1
- C=CCOC(=O)C1=C(C)N=c2s/c(=C3\C(=O)N(CC(=O)O)c4ccccc43)c(=O)n2C1c1ccc(OC)cc1 (stereo not drawn)
→ 2	11	0.0	-1	-6	94	2.7	0	8	-0.3
- O=C(CNc1ccc(Br)cc1)c1ccccc1
→ 35	12	-0.1	-1	-1	100	-0.8	3	0	1.0
- CCOC(=O)CNC(=S)NN(C)C
→ 3	2	0.0	-4	-1	98	-0.6	-1	-7	-2.1
- Cc1cc(NC2CCCCC2)nc(NCc2ccccc2)n1
→ -26	11	-0.4	15	-2	94	-3.5	30	0	1.2
- CCCCOc1ccc(-c2nnn(C(C)(C)C(=O)OC)n2)cc1
→ -18	9	0.4	-2	-2	93	0.7	-2	1	-0.9
- Cc1csc(NC(=O)C2CCN(S(=O)(=O)c3ccccc3)CC2)n1
→ 1	2	-0.1	3	-2	99	0.1	5	13	-0.8
- COc1cccc(C(N)c2nc(-c3csc4ccccc34)cs2)c1 (stereo not drawn)
→ 0	-4	-0.2	-1	?	113	-0.4	1	-11	0.8
- CCC(=O)OCC(=O)Nc1ccc(OC)cc1[N+](=O)[O-]
→ -2	2	0.0	0	-1	100	-1.6	3	4	-1.6
- O=[N+]([O-])c1ccccc1N/N=C1\CCc2ccccc21
→ -5	-3	1.8	-2	-3	98	1.7	0	1	-2.0
- CC(=O)c1ccccc1NC(=O)COC(=O)/C=C/c1ccc(OC(F)F)cc1
→ -13	0	0.1	2	3	93	-0.4	3	1	0.0
- O=C(NCCCn1ccnc1)c1cc(-c2cccnc2)nc2ccc(Br)cc12
→ 15	2	0.0	-1	2	103	-0.7	-3	-5	-2.7
- O=C(Nc1ccc(-c2cn3c(n2)SCC3)cc1)c1ccc2ccccc2n1
→ 12	11	-0.1	-6	-5	94	-0.6	4	1	-2.4
- O=C1c2ccccc2C(=O)N1Cc1nc2ccccc2c(=O)n1CCCN1CCOCC1
→ 7	2	0.1	-10	2	94	0.1	-5	-4	-0.1
